Assay outcomes: PubChem BioAssay, several laboratories
TROY signal inh – TROY signaling inhibition; inhibition, % at 10 µM; 360,000 compounds, 0.98% hits; Q293 LMP1-TROYcd NF-kB luciferase reporter, 4 h;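 active means compounds whose plate-normalised and pattern-corrected inhibition of the luciferase reporter signal at the single screening dose is 50% or more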
TWEAK Fn14 block – blocks TWEAK-Fn14 interaction in a reporter cell assay; TWEAK-stimulated Fn14 reporter cells, luciferase luminescence, 8 h; 360,000 compounds, 2% hits; inhibition, % at 10 µM; in the data active means inhibition above about 50%
EBV LMP1 NFkB – reduces LMP1-driven NF-kappaB luciferase signal; LMP1-induced NF-kappaB luciferase reporter cells, luminescence; inhibition, % at 12.5 µM; 350,000 compounds, 0.69% hits; AID 504558; in the data active means inhibition above about 41%;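 further: 0% = neutral control wells and 100% = reference inhibitor control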
NCOA1 inh – human NCOA1 inhibition; HEK293 GAL4-SRC1 luciferase reporter, luminescence; inhibition, % at 3.6 µM; 360,000 compounds, 0.12% hits;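 active means inhibition above the campaign mean plus 3 SD, with each screening campaign given its own cutoff, cut at about 60% in these data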;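 further: 0% = DMSO treated cells and 100% = gossypol at 36 µM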
NCOA3 inh – human NCOA3 inhibition; Q9Y6Q9; 360,000 compounds, 0.17% hits; inhibition, % at 3.6 µM; AID 588352; HEK293 GAL4-SRC3 luciferase reporter, luminescence;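 active means inhibition above a per-campaign cutoff, the mean of all compounds plus 3 SD, cut at about 60% in these data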;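 further: 0% = DMSO-treated cells and 100% = gossypol-treated cells at 36 µM; higher means less SRC3-driven luciferase light from the GAL4 reporter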
TLR9-MyD88 block – TLR9-MyD88 interaction inhibition | Q9NR96+Q99836 | CHO BLA complementation TLR9-MyD88, CCF4 FRET ratio | inhibition, % at 4.98 µM | 340,000 compounds, 0.21% hits | AID 504734;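 active means inhibition above the mean over all tested compounds plus 3 SD, cut at about 21% in these data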;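 further: 0% = DMSO only wells and 100% = clavulanate BLA inhibitor control wells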
COUP-TFII inh – blocks human COUP-TFII nuclear receptor | AID 686940 | P24468 | 370,000 compounds, 0.7% hits | inhibition, % at 8.6 µM | HEK293T NGFI-A luciferase reporter, luminescence;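 active means inhibition above a per-plate cutoff, mean inhibition of test wells between control levels plus 3 SD, cut at about 38% in these data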;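 further: cells cotransfected with COUP-TFII expression vector driving the NGFI-A reporter; 0% = median of COUP-TF2 test wells and 100% = reporter-only cells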
Target sequence (P24468 whole entry, looked up): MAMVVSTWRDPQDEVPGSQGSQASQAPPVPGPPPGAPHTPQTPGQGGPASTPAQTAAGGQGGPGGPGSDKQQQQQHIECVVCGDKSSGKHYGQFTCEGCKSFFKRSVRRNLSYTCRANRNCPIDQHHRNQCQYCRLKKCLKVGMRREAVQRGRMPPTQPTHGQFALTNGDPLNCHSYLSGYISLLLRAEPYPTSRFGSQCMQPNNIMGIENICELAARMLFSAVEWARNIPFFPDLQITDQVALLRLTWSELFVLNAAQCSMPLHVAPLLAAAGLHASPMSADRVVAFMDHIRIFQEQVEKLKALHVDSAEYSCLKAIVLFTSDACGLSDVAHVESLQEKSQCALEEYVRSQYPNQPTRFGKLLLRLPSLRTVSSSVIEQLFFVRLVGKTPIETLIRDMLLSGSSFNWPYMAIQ
C8 TRAIL sens – sensitizes caspase-8 expressing cells to TRAIL. NB7+C8 cells + TRAIL, ATPlite viability luminescence. inhibition (viability loss, TRAIL sensitization), % at 10 µM. 360,000 compounds, 1% hits. AID 624354;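 active means compounds causing at least 50% loss of cell viability in the single-dose screen, relative to plate controls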
NR5A2 inv ag – NR5A2 inverse agonism in reporter assay | HEK293T StAR-luciferase reporter, LRH-1 transfected, 24 h | inhibition, % at 3.6 µM | 360,000 compounds, 0.13% hits | AID 602396;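 active means inhibition above the mean inhibition of all tested compounds plus 3 SD, cut at about 73% in these data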;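 further: 0% = DMSO wells and 100% = reporter-only cells lacking LRH-1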
Target sequence (O00482 whole entry, looked up): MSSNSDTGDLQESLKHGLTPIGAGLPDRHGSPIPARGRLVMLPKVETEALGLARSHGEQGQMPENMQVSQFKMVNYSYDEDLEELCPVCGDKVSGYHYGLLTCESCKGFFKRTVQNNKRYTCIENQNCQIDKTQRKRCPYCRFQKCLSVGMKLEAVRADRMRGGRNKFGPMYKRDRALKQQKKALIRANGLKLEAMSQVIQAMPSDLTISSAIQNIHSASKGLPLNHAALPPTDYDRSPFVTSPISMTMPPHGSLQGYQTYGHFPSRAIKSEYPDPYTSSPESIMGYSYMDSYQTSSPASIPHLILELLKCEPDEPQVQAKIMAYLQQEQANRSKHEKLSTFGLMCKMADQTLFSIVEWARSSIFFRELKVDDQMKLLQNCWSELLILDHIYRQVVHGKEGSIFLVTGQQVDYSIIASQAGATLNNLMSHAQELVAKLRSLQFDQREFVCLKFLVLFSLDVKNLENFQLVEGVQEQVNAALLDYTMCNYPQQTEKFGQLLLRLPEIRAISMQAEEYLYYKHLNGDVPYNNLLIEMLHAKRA
SRC2 inh – human SRC2 (NCOA2) inhibition. Q15596. HEK293 GAL4-SRC2 luciferase reporter, luminescence. inhibition, % at 9 µM. 370,000 compounds, 0.17% hits;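 active means inhibition above the mean inhibition of all tested compounds plus 3 SD, set per campaign, cut at about 52% in these data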;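 further: 0% = DMSO treated cells and 100% = cells given Gossypol at 36 µM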
NOD2-RIPK2 inh – NOD2-RIPK2 protein interaction inhibition | O43353 | CHO BLA complementation NOD2-RIPK2, CCF4 ratio | inhibition, % at 4.98 µM | 360,000 compounds, 0.38% hits | AID 624267; in the data active means inhibition above about 21%;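 further: 0% = vehicle only and 100% = reference blocker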
An asterisk follows results filed as active; x = no result given.

SMILES	TROY signal inh	TWEAK Fn14 block	EBV LMP1 NFkB	NCOA1 inh	NCOA3 inh	TLR9-MyD88 block	COUP-TFII inh	C8 TRAIL sens	NR5A2 inv ag	SRC2 inh	NOD2-RIPK2 inh
CN(C)C(=O)C1OC(C)(C)OC1C(=O)N(C)C (centres undefined)	1	-7	8	2	-8	3	-1	-4	15	4	-2
CCCNCc1cc(OC)c(OCc2ccccc2)cc1Br	-14	-7	-16	8	4	-8	-13	19	-34	-26	-24
C[C@@H]1CN([C@@H](C)CO)C(=O)CCCn2nncc2CO[C@H]1CN(C)Cc1ccc(-c2ccccc2)cc1	1	5	5	-15	14	-3	19	-7	-1	-11	5
COCc1cc(C)nc(SCC(=O)NCc2ccco2)c1C#N	-8	-5	-4	-5	7	-1	-6	-15	3	-7	-1
O=C(NC1=NCCS1)c1ccc([N+](=O)[O-])cc1Cl	-21	4	-6	-22	-6	3	-22	8	-27	-18	-2
COc1ccc(C(=O)NCCc2ccc(S(N)(=O)=O)cc2)cc1OC	-25	-9	-11	-8	6	0	-8	5	8	-10	-16
CC(On1nnc2ccc(S(=O)(=O)N3CCOCC3)cc21)C(=O)Nc1ccccc1F (centres undefined)	-21	9	-6	-3	9	0	-14	6	4	-3	-7
Cc1ccc(Nc2nc(N)nc(CSc3nccn3C)n2)c(C)c1	-8	9	-10	-52	-27	-4	-37	5	-55	-46	11
CN1CCN(CC(=O)n2c3c(c4ccccc42)CCCC3)CC1	-9	6	-5	-8	15	5	-12	13	20	15	0
C/C(=N\O)c1sc(-c2ccccc2)nc1C	-74	-9	-47	-127	-69	7	-56	11	-158	-39	10
O=C(CNS(=O)(=O)c1cccc(Cl)c1)Nc1ccc(-c2nc3ccccc3s2)cc1	3	11	5	-120	-70	-1	-29	36	-132	-57	-2
CCOC(=O)c1c(NC(=O)COC(=O)c2ccncc2)sc(C)c1C	-11	-13	-4	-2	9	7	-14	-2	13	-25	6
Cc1cccc(C(=O)C2CCN(S(=O)(=O)c3ccc(C(=O)O)cc3)CC2)c1	-6	34	1	-10	-1	-4	-3	-7	19	-16	3
Cc1ccc(OCCC(=O)N(CCC(C)C)c2c(N)n(Cc3ccccc3)c(=O)[nH]c2=O)cc1	-13	7	2	-5	-1	-1	x	-13	6	x	-9
Cc1cc(C)nc(SCc2ccc(C(=O)N/N=C/c3ccccn3)cc2)n1	4	7	0	10	-1	6	0	-10	-3	10	-16
O=C(O)CC1(CC(=O)Nc2ccc(Br)cc2)CCCCC1	-2	9	-2	-15	23	9	-37	-17	3	1	3
C=CCN1CCN(C(c2ccc(Cl)cc2)c2nnnn2CCc2ccc(OC)c(OC)c2)CC1 (centres undefined)	-3	4	-6	-72	6	2	7	9	-13	16	-5
O=C(NCc1ccncc1)c1ccc(Cn2cc(C(F)(F)F)ccc2=O)cc1	-7	-22	-3	-3	5	3	2	-1	23	10	-7
COc1ccc(CNC(=O)CC[C@H]2O[C@@H](n3cc(C)c(=O)[nH]c3=O)C[C@@H]2O)cc1	-15	1	x	5	16	x	-14	0	8	5	-5
Oc1ccccc1-c1nnco1	-18	-5	-9	-1	2	-1	0	3	-1	-5	-7
C=CCn1c(SCC(=O)Nc2ccc(F)cc2)nnc1-c1cnccn1	-16	-10	-6	-11	16	-2	-2	-14	-2	15	-13
COc1ccc(CSC2=NCCN2)cc1Cl	-9	3	-17	16	13	-6	-13	27	20	-12	-7
CCOC(=O)/C(C#N)=C/C1=C(N2CCCC2)CC(C)(C)OC1	10	13	-15	-40	-1	2	15	-15	11	-30	2
COc1ccc(C2/C(=C(/O)c3ccccc3)C(=O)C(=O)N2CC(C)O)c(OC)c1 (centres undefined)	-61	9	-4	-14	-33	-7	0	-18	-15	-25	1
CCC(=O)Nc1ccc(/C=C(\C(C)=O)C(=O)c2ccccc2)cc1	-5	13	8	0	22	-6	-1	-9	2	13	9
Cc1cccc(-c2nnc3sc(-c4ccccc4C)nn23)c1	8	-36	0	-18	4	-1	-20	8	-19	13	-8
CN(C1CC(C)(C)NC(C)(C)C1)S(=O)(=O)CC12CCC(CC1=O)C2(C)C (centres undefined)	27	16	-12	-15	13	-7	-11	2	9	0	2
Cc1cc(C)c2cc(CN(Cc3ccc4c(c3)OCO4)Cc3nnnn3Cc3ccco3)c(=O)[nH]c2c1	21	-1	-3	-2	-8	-10	2	-5	-12	-13	0
O=c1[nH]c(-c2ccncc2)nc2ccccc12	-9	6	-6	6	-4	3	-13	16	-12	-14	-5
COc1ccc(OC)c(C2=NOC(C(=O)Nc3c(C)n(C)n(-c4ccccc4)c3=O)C2)c1 (centres undefined)	-6	23	-7	2	10	4	12	-16	2	-3	-3
COC(=O)/C=C1/SC(=NC(=O)c2ccc(F)cc2)NC1=O	15	7	x	-7	20	x	-18	-7	13	22	-18
CCCCCCCCN1[C@@H](CC(=O)O)c2ccc(C(F)(F)F)cc2S1(=O)=O	7	-13	21	-51	-3	-10	-19	-4	25	-8	-6
Cc1ccc(C(=O)N(CC(=O)NC2CCCC2)c2ccc(F)cc2)s1	4	7	2	4	-3	11	5	9	-4	27	-11
COc1cccc(NC(=O)CN(C)C(=O)c2ccc(N3CCOCC3)c([N+](=O)[O-])c2)c1	7	-18	4	7	9	3	8	-8	-2	-6	-19
NC(=O)c1ccccc1NC(=O)COc1ccc(Cl)cc1	-63	-9	-15	-87	-50	3	-8	1	-89	-48	2
NC(=O)C1(Nc2ccc(C(=O)O)cc2)CCCC1	0	11	4	10	-4	-26	-2	-15	-2	-8	-8
O=C(CCC(=O)Nc1ccccc1)NNS(=O)(=O)c1ccc(Cl)cc1	9	-6	-1	-8	4	-14	-12	-20	-12	10	-6
CCCCNC(=O)C1(C)CCN1Cc1ccc(C#N)cc1 (centres undefined)	-6	-1	x	15	-8	x	-3	-6	-9	17	-3
COc1cccc(COc2ccccc2C2Nc3ccc(Br)cc3C(=O)N2NC(=O)c2ccncc2)c1 (centres undefined)	-54	-13	-4	-4	4	-7	3	11	1	-27	-4
Cn1cc([N+](=O)[O-])c(C(=O)NC2CCCC2)n1	13	-2	-2	0	-11	3	4	2	-2	6	4
N/C(=N\OC(=O)C1CC1)c1ccc([N+](=O)[O-])s1	-9	-1	11	4	-10	-3	2	2	6	9	3
Cc1cccc(-c2noc(CN(C)C(=O)c3ccoc3C)n2)c1	-40	6	-3	-15	-25	3	-1	-3	-22	-13	-7
Cc1ccc(Cl)cc1NC(=O)C(=O)N1CCCCC1	-19	4	3	-7	5	1	11	3	15	-24	-11
CC1CCN(c2c(NCc3ccc(C(=O)NCC4COc5ccccc5O4)cc3)c(=O)c2=O)CC1 (centres undefined)	-10	-7	12	6	-3	-1	3	-3	9	-8	-13
O=C(/C=C/c1ccc(O)c(O)c1)OC1C(O)CC(OC(=O)/C=C/c2ccc(O)c(O)c2)(C(=O)O)CC1O (centres undefined)	8	2	-4	10	2	-4	6	-7	-8	2	5
CCOC(=O)c1ccc(NC(=O)Cn2c(-c3nonc3N)nc3ccccc32)cc1	13	3	-42	14	20	-1	1	43	-2	11	-5
CCC(C)c1ccccc1NC(=O)C(C)N(C)Cc1cccc(OC)c1 (centres undefined)	14	-13	10	-1	14	-25	29	4	8	2	-4
CC(C)(C)c1ccc(OCCC(=O)NCCc2ccc(S(N)(=O)=O)cc2)cc1	23	5	6	-4	19	-3	1	7	-3	-3	6
COc1ccc(Cl)cc1C(=O)OCC(=O)Nc1sccc1C(N)=O	-8	0	5	-9	-11	-15	8	18	-14	-10	-8
CCOC(=O)C1=CCN(S(=O)(=O)c2ccc(C)cc2)C1c1ccccc1F (centres undefined)	-3	2	x	0	12	x	12	-3	4	35	-7
CC1(O)c2ccccc2C(=O)N1Cc1ccccc1 (centres undefined)	-13	-9	6	-2	6	3	-3	25	36	-17	-18
CC(C)(C)OC(=O)N1CCCC(C(=O)Nc2cccc(C(=O)NCCCc3ccccc3)c2)C1 (centres undefined)	20	21	2	-1	8	4	3	-3	-20	-9	1
Nc1nc(CN2CCN(c3ccccc3F)CC2)nc(N2CCCc3ccccc32)n1	-4	-17	-19	-13	7	7	11	-6	-7	-21	-11
CC(C)Oc1ccc(CN2CCC2(C)C(=O)NCc2cccc3ccccc23)cc1 (centres undefined)	20	17	x	7	20	x	17	9	-3	-3	1
COc1ccc(OC)c(CN2C(=O)c3ccccc3C2C(=O)NCC2CCCO2)c1 (centres undefined)	9	-1	3	6	9	-6	6	13	-5	-7	-10
C=CCNC(=O)C(C)N1c2cccc3cccc(c23)S1(=O)=O (centres undefined)	8	-5	-7	-8	1	-5	9	-3	-3	-1	2
COC(=O)c1ccccc1NC(=O)CSc1nc2c(c(=O)[nH]1)CCC2	11	9	4	6	-4	10	11	14	-28	0	-1
Cc1sc2ncn(CC(=O)NCCCC(=O)N3CCC(C)CC3)c(=O)c2c1C	10	15	0	12	-13	3	-9	-2	-8	16	-4
Cc1ccc(S(=O)(=O)NCC2CCC(C(=O)NCc3cccs3)CC2)cc1 (centres undefined)	17	-3	2	-4	7	4	7	-1	5	17	-2
CCOc1ccc(C(=O)Nc2cccc(SC)c2)cc1	-39	-31	-52	-48	-34	4	-19	4	-44	-14	-5

In the list so far, 3 contain a cyano group.
SMILES	TROY signal inh	TWEAK Fn14 block	EBV LMP1 NFkB	NCOA1 inh	NCOA3 inh	TLR9-MyD88 block	COUP-TFII inh	C8 TRAIL sens	NR5A2 inv ag	SRC2 inh	NOD2-RIPK2 inh
COCc1cc(C)nc(SCC(=O)NCc2ccco2)c1C#N	-8	-5	-4	-5	7	-1	-6	-15	3	-7	-1
CCOC(=O)/C(C#N)=C/C1=C(N2CCCC2)CC(C)(C)OC1	10	13	-15	-40	-1	2	15	-15	11	-30	2
CCCCNC(=O)C1(C)CCN1Cc1ccc(C#N)cc1 (centres undefined)	-6	-1	x	15	-8	x	-3	-6	-9	17	-3

More records follow.
SMILES	TROY signal inh	TWEAK Fn14 block	EBV LMP1 NFkB	NCOA1 inh	NCOA3 inh	TLR9-MyD88 block	COUP-TFII inh	C8 TRAIL sens	NR5A2 inv ag	SRC2 inh	NOD2-RIPK2 inh
CNS(=O)(=O)c1cccc(C(=O)OCC(=O)Nc2ccc(Cl)cc2F)c1	17	-4	-4	-9	-19	4	13	-19	-12	-9	-5
CCN(c1ccc(NC(=O)COC(=O)c2ccc([N+](=O)[O-])o2)cc1)C(C)C	10	0	0	-21	-7	-3	-17	8	23	-14	-3
O=C1NC(=O)c2cc(Oc3ccc([N+](=O)[O-])cc3)ccc21	19	-14	-14	7	9	-17	0	-2	-2	-11	-3
O=S(=O)(c1ccc(Oc2ccc(Cl)cc2)c(S(=O)(=O)N2CCCCC2)c1)N1CCCCC1	-32	-3	-3	-31	-9	-9	9	5	5	6	-4
COc1ccc(CN2CCN(S(=O)(=O)c3ccccc3)CC2)cc1Br	-2	-23	-10	-35	-41	5	-7	-3	-8	10	-5
Cc1ccc2nc(CCl)[n+]([O-])c(-c3ccccc3)c2c1	-1	-6	10	1	2	2	2	-8	11	-21	1
Cc1ccc(-n2c(N)c(C(=O)Nc3c(C)n(C)n(-c4ccccc4)c3=O)c3nc4ccccc4nc32)cc1	12	-6	-8	2	24	4	25	18	-10	-20	-9

The list is partial; rates above refer to the full screens.
